Fh CTSL1 inh: blocks F. hepatica cathepsin L1 in PFM18AAP counter-screen | recombinant F. hepatica cathepsin L1, Z-Leu-Arg-MCA fluorescence | inhibition, % at 5.96 µM | 300,000 tested, 0.49% active | AID 1906;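 active = inhibition above the mean of all tested compounds plus 3 SD, set per screening campaign, cut at about 17% in these data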;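 note: 0% = plate median of test compound wells and 100% = 1 µM Z-Phe-Ala-diazomethylketone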
TPT1 inhibitor: inhibitors of Candida albicans tRNA 2'-phosphotransferase TPT1; inhibition, % at 5 µM; recombinant caTPT1, FP RNA substrate dephosphorylation; 300,000 tested, 0.81% active;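 active = inhibition above the mean of all tested compounds plus 3 SD, set per screening campaign, cut at about 24% in these data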;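 note: plate controls were DMSO alone for no effect and ferristatin control at 100 nM for full effect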
PAFAH2 inh: PAFAH2 (human) inhibition; Q99487; recombinant PAFAH2, FP-rhodamine activity probe, fluorescence polarization; inhibition, % at 3.39 µM; 340,000 tested, 0.99% active; AID 492956;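 active = inhibition above the mean over all tested compounds plus 3 SD, cut at about 30% in these data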;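 note: inhibitors block probe labeling of enzyme so polarization drops; 0% = enzyme with DMSO and 100% = wells lacking PAFAH2 protein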
PP5 inh: inhibitors of human protein phosphatase 5 (PP5) | P53041 | purified PP5c, OMFP substrate fluorescence | inhibition, % at 6.7 µM | 320,000 tested, 0.18% active;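 active = inhibition above the campaign's mean inhibition across all tested compounds plus 3 SD, cut at about 9.5% in these data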;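 note: 0% = DMSO only and 100% = 100 µM cantharidin control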
AHR activator: activates the human aryl hydrocarbon receptor. AID 2796. activation, % at 5 µM. 320,000 tested, 2.5% active. AHR-responsive luciferase reporter cells, luminescence. P35869; in the data active = activation above about 47%;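 note: 0% = vehicle wells and 100% = reference agonist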
core dimer inh: HCV core protein dimerization inhibition; 300,000 tested, 0.33% active; AID 1899; inhibition, % at 5 µM; TR-FRET GST/Flag-core106 dimerization, 1536-well;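 active = inhibition above the mean of all tested compounds plus 3 SD, set per screening campaign, cut at about 45% in these data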
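Assay system – GST-tagged and Flag-tagged HCV core protein residues 1-106 · Quantity – core106 proteins, GST 13.5 nM and Flag 17 nM · Benchmarks – unlabelled core106 and no-GST-core106 wells · Read-out basis – percent inhibition of core106 dimerization signal · Detection – time-resolved FRET, ex 340 nm, em 617 and 671 nm · Schedule – 4 h at 22.5 °C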
proCasp3 act: activators of human procaspase-3; P42574; recombinant procaspase-3 D3A, Ac-DEVD-pNA absorbance 405 nm; activation, % at 8.5 µM; 330,000 tested, 0.11% active;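 active = activation above the mean of all tested compounds plus 3 SD, cut at about 21% in these data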;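 note: 0% = DMSO alone and 100% = DMSO wells spiked with extra 5 µM PC-3 D3A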
Target sequence (P42574 whole entry D9A/D28A/D175A): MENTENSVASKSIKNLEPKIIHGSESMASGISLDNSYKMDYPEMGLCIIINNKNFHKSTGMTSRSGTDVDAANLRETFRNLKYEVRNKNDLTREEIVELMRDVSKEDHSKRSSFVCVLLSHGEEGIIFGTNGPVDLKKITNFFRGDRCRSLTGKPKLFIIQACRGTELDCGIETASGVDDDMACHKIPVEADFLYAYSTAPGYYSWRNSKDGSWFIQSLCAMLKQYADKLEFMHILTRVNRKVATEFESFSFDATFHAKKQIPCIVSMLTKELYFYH
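Assay system: Autoprocessing-dead procaspase-3 D3A mutant enzyme; also added: Ac-DEVD-pNA; doses: one concentration, 8.5 µM nominal, 0.8% DMSO; times: 1 h compound preincubation, 2 h substrate hydrolysis at 25 °C; technique: 405 nm absorbance of p-nitroaniline, reads at 0 and 120 min; measure: % activation between DMSO and enzyme-spiked controls; repeats: single replicate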
PP1 inh: PP1-alpha (human) inhibition in PP5 counter-screen; inhibition, % at 6.7 µM; 320,000 tested, 0.9% active; purified PP1alpha, OMFP fluorescence; P62136;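 active = inhibition above the mean inhibition of all tested compounds plus 3 SD, computed separately for each screening campaign, cut at about 15% in these data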
Target sequence (P62136 whole entry, looked up): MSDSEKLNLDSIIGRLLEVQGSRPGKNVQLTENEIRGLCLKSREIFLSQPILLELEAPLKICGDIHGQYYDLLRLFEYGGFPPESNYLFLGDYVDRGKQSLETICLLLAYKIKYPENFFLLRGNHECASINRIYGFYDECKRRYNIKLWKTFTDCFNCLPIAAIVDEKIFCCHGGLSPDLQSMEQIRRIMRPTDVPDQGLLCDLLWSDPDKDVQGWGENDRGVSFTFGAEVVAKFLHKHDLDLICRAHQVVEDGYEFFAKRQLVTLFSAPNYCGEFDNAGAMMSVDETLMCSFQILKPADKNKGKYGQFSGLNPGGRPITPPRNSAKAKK
procasp7 counter: activates human procaspase-7, counter-screen for procaspase-3 activators | 330,000 tested, 0.093% active | P55210 | activation, % at 8.5 µM | recombinant procaspase-7, Ac-DEVD-pNA absorbance 405 nm; D23A/D198A/D206A triple mutant, cannot self-cleave; scale: DMSO 0, 5 µM enzyme 100;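 active = percent activation above the screen-wide mean plus 3 SD, cut at about 25% in these data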
Target sequence (P55210 whole entry D23A/D198A/D206A): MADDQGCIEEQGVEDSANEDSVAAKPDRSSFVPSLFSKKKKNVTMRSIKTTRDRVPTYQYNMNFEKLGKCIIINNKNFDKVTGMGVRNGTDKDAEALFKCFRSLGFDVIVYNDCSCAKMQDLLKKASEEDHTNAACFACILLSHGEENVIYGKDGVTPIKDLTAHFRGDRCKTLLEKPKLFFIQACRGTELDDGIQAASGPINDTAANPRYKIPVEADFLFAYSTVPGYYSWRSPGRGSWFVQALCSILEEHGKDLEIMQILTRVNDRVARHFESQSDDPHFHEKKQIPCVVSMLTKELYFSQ
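System: Uncleavable procaspase-7 mutant enzyme; Amount: 2 µM procaspase-7 mutant as dispensed; Schedule: 1 h compound preincubation, 2 h substrate cleavage, 25 °C; Measured by: 405 nm absorbance of p-nitroaniline; Evaluation: percent activation from buffer-corrected 0–120 min absorbance change; Control set: low DMSO alone, high DMSO plus 5 µM PC-7.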
* = called active by the depositor; x = not tested or not shown.

SMILES	Fh CTSL1 inh	TPT1 inhibitor	PAFAH2 inh	PP5 inh	AHR activator	core dimer inh	proCasp3 act	PP1 inh	procasp7 counter
C=CCOc1c(CNc2ccc(S(N)(=O)=O)cc2)cccc1OC	1	-1	-1	-1.0	8	-2	0	-4	5
O=c1c(Br)c(N2CCCCC2)cnn1-c1ccccc1	1	2	-1	-1.8	1	1	0	2	0
CCCCn1c(NC(C)CC)nc2c1c(=O)[nH]c(=O)n2C (configuration not stated)	-2	-2	-4	1.5	-2	-5	6	0	10
O=C(O)COc1ccc(Br)cc1/C=N\Nc1ccccn1	0	0	6	5.3	1	-9	-5	1	-6
Cc1cccc(C(=O)N2CCN(S(=O)(=O)c3ccc4c(c3)OCCCO4)CC2)c1[N+](=O)[O-]	1	2	1	2.2	2	0	9	6	-3
c1ccc(CCOn2ccnc2)cc1	-4	1	7	-1.9	3	9	1	-5	-2
NS(=O)(=O)c1ccc(NC(=O)/C=C/c2ccccc2[N+](=O)[O-])cc1	-1	-3	2	0.1	8	-2	10	-1	-4
COc1ccc(N2CCN(CC(=O)N3c4ccccc4CC3C)CC2)cc1 (configuration not stated)	-3	0	-3	-0.9	0	1	3	6	1
COc1cc(/C=C/C(=O)OCC(=O)N2CCN(S(=O)(=O)c3ccc(C)cc3C)CC2)ccc1O	-4	2	0	4.4	3	13	2	-3	0
CCc1cc(=O)oc2cc(OCC(=O)N3CCCc4ccccc43)ccc12	1	-2	7	1.4	3	4	7	5	8
O=C(COC(=O)Cc1n[nH]c(=O)c2ccccc12)Nc1cccc(C(F)(F)F)c1	-1	-2	-2	1.3	8	-2	2	4	6
Cc1cc(C(=O)CN2C(=O)NC3(CCCCC3)C2=O)c(C)n1Cc1ccc2c(c1)OCO2	-2	2	9	2.8	5	12	6	-2	3
Cc1ccc(S(=O)(=O)CCSc2nc(C)cc(C(F)(F)F)c2C#N)cc1	13	40*	-7	0.6	-1	13	3	0	12
CCOC(=O)N1CCN(C2CCCN(C(=O)c3cccc(Cl)c3)C2)CC1 (configuration not stated)	1	1	3	-0.9	0	-2	-1	-1	7
CC(=O)C[C@@H](O)CC(=O)[C@@H]1OC(=O)[C@@H](C)CCCCc2ccccc21	x	x	3	x	2	x	4	x	7
CN(c1ccccc1)S(=O)(=O)c1ccc(C(=O)Nc2ncccc2O)cc1	-1	-1	-7	-0.5	3	-2	-1	2	-16
O=C(c1ccncc1)N1CCCC(N2CCN(c3cccc(C(F)(F)F)c3)CC2)C1 (configuration not stated)	0	-1	-7	-0.3	1	-4	9	0	13
COc1ccc(C(=O)N2CCC(C(=O)NC3CC3)CC2)cc1	-1	-2	9	1.5	-6	0	3	5	-3
COc1ccccc1NC(=S)N(CCN1CCCCCC1)Cc1cccs1	-1	1	0	0.6	1	1	2	2	8
CCCCOC1(c2ccccc2)NC(=S)NN=C1c1ccccc1 (configuration not stated)	0	1	x	2.4	-1	5	-9	3	-26
Brc1ccccc1C1Nc2cccc3cccc(c23)N1	3	1	3	2.1	21	7	-13	4	-6
CC(C)n1c(-c2ccco2)csc1=Nc1cccnc1	6	0	3	1.6	37	-5	-11	0	-5
CCC(=O)Nc1nc(C)c(-c2csc(Nc3ccccn3)n2)s1	2	-2	17	-2.6	24	6	-2	-4	-7
COc1ccc(-c2nc3cc(C)ccn3c2NC(=O)c2c(F)cccc2Cl)cc1	-10	1	0	3.6	43	-8	0	-2	1

Filtered by structure, the entries above with four or more nitrogen atoms
SMILES	Fh CTSL1 inh	TPT1 inhibitor	PAFAH2 inh	PP5 inh	AHR activator	core dimer inh	proCasp3 act	PP1 inh	procasp7 counter
CCCCn1c(NC(C)CC)nc2c1c(=O)[nH]c(=O)n2C (configuration not stated)	-2	-2	-4	1.5	-2	-5	6	0	10
O=C(c1ccncc1)N1CCCC(N2CCN(c3cccc(C(F)(F)F)c3)CC2)C1 (configuration not stated)	0	-1	-7	-0.3	1	-4	9	0	13
CCC(=O)Nc1nc(C)c(-c2csc(Nc3ccccn3)n2)s1	2	-2	17	-2.6	24	6	-2	-4	-7

Some values from above:
CC(C)n1c(-c2ccco2)csc1=Nc1cccnc1 in PP5 inh: 1.6
Brc1ccccc1C1Nc2cccc3cccc(c23)N1 in TPT1 inhibitor: 1
CCCCOC1(c2ccccc2)NC(=S)NN=C1c1ccccc1 (configuration not stated) in PP1 inh: 3

Going on with the list.
SMILES	Fh CTSL1 inh	TPT1 inhibitor	PAFAH2 inh	PP5 inh	AHR activator	core dimer inh	proCasp3 act	PP1 inh	procasp7 counter
Cc1ccccc1N1CC(O)(c2ccccc2)[N+]2=C1SCC2 (configuration not stated)	-5	-6	-6	-1.4	4	0	5	-1	0
O=C(OCC1CC(c2ccccc2)=NO1)c1ccc(Br)cc1 (configuration not stated)	-5	2	8	4.4	-3	2	6	-3	1
CCn1ncc(/C=C/C(=O)NCc2cn(C)nc2C)c1C	0	-1	0	5.2	-2	-4	4	-5	-2
Cc1nn(Cc2ccccc2)c(C)c1NS(=O)(=O)c1ccccc1	-2	0	-2	2.7	2	1	0	0	14
NC(=O)Cn1nnc(-c2ccc(C(F)(F)F)cc2)n1	-2	-2	-5	0.2	4	-1	3	2	1
Nc1ccccc1SCCS(=O)(=O)c1ccc(Cl)cc1	1	2	8	-1.7	-1	6	1	-4	-5
Cc1cc(CNC(=O)C2(C(F)(F)F)CC(CCCO)CCCO2)nn1C (configuration not stated)	0	-1	3	-1.4	0	-8	10	-3	9
O=C(NCCc1ccccc1)c1ccc(Br)o1	-2	0	-4	0.0	-1	-4	8	-1	2
Cc1ccc(NC(=O)CSc2nnc(C3CC3)n2C)cc1S(=O)(=O)N1CCCCC1	x	x	4	-1.5	0	x	7	-7	6
Cc1cc(NC(=O)CSc2ncnc3sc(C)c(C)c23)no1	1	1	3	2.0	0	0	1	-5	8
COc1ccc(Cc2nnc3sc(SCC(=O)Nc4ccccc4)nn3c2=O)cc1OC	-1	1	3	-0.3	0	-1	-3	-3	7
O=C1CCCN1C(=O)CSc1ccc2ccccc2n1	x	x	7	-2.0	10	x	5	-6	1

Random excerpt: three entries already listed, in no set order.
SMILES	Fh CTSL1 inh	TPT1 inhibitor	PAFAH2 inh	PP5 inh	AHR activator	core dimer inh	proCasp3 act	PP1 inh	procasp7 counter
Cc1ccc(NC(=O)CSc2nnc(C3CC3)n2C)cc1S(=O)(=O)N1CCCCC1	x	x	4	-1.5	0	x	7	-7	6
O=C(NCCc1ccccc1)c1ccc(Br)o1	-2	0	-4	0.0	-1	-4	8	-1	2
Cc1cc(NC(=O)CSc2ncnc3sc(C)c(C)c23)no1	1	1	3	2.0	0	0	1	-5	8

Other entries follow.
SMILES	Fh CTSL1 inh	TPT1 inhibitor	PAFAH2 inh	PP5 inh	AHR activator	core dimer inh	proCasp3 act	PP1 inh	procasp7 counter
CCOC(=O)C(C(=O)Nc1ccccn1)C1CCCCC1 (configuration not stated)	0	-1	-4	3.1	2	-2	1	0	-7
O=C(Nc1nnc(-c2ccccn2)o1)c1ccc(Br)cc1	4	2	-1	1.3	11	2	-4	11	2
CCC(C)Sc1nc2c([nH]c3ccccc32)c(=O)n1C (configuration not stated)	3	-4	4	1.7	87*	-4	-5	2	4
Cc1noc(NS(=O)(=O)c2ccc(N/C=C\C(=O)c3cccc4ccccc34)cc2)c1C	4	-3	22	5.7	3	23	1	0	-7
CC1CCN(C(=O)Cn2nnc(-c3ccc(N)cc3)n2)CC1	-1	-1	1	1.5	-2	-4	-1	0	5
COc1ccc(CCNC(=O)c2cc(C(=O)c3cc(Cl)ccc3O)cn(CCc3ccc(OC)cc3)c2=O)cc1	0	4	-29	2.4	0	23	-1	1	0
CC(=O)Nc1ccc(C(=O)CSc2nccc(=O)[nH]2)cc1	1	3	x	3.6	-1	-4	-8	1	-6
O=C1CC(NCC2CCCO2)C(=O)N1c1ccc(F)cc1 (configuration not stated)	-2	-4	11	-3.5	-2	-6	-14	0	-7
CC(OC(=O)c1ccccc1Nc1ccc(SC(F)F)cc1)C(N)=O (configuration not stated)	-2	2	-2	-0.7	9	-6	-7	0	-9
CC(=O)c1nnn(-c2nc(N)nc(N(c3ccccc3)c3ccccc3)n2)c1C	-1	2	-1	3.0	0	3	-3	2	6
O=C(CCCC(=O)NCCc1ccccc1)NCCc1ccccc1	-4	0	2	-0.7	0	-11	6	-1	-8
COc1ccc(-c2c(-c3ccc(C#N)cc3)oc(=O)c3cc(OC)c(OC)cc23)cc1	x	x	-1	x	3	x	15	x	26*

For reference, part of the list above.
SMILES	Fh CTSL1 inh	TPT1 inhibitor	PAFAH2 inh	PP5 inh	AHR activator	core dimer inh	proCasp3 act	PP1 inh	procasp7 counter
CCOC(=O)C(C(=O)Nc1ccccn1)C1CCCCC1 (configuration not stated)	0	-1	-4	3.1	2	-2	1	0	-7
O=C(Nc1nnc(-c2ccccn2)o1)c1ccc(Br)cc1	4	2	-1	1.3	11	2	-4	11	2

(listing goes on)
SMILES	Fh CTSL1 inh	TPT1 inhibitor	PAFAH2 inh	PP5 inh	AHR activator	core dimer inh	proCasp3 act	PP1 inh	procasp7 counter
CCCn1c2ccc(/C(C)=N\O)cc2c2cc(/C(C)=N/O)ccc21	2	-3	3	4.9	48*	8	-12	-4	-5
CCCCCN(C(=O)CCC(=O)OCCOc1cccc(Cl)c1)c1c(N)n(CCCC)c(=O)[nH]c1=O	3	-3	0	-0.5	-1	1	-14	-5	15
Cc1ccc(CN(c2ccc(C(=O)NCc3ccc4c(c3)OCO4)cc2)S(C)(=O)=O)cc1	4	-2	-13	1.9	1	1	-5	2	2
S=c1[nH]nc(-c2cccnc2)n1C1CCCCC1	-2	1	-1	-0.5	2	-3	-10	2	2
COc1cccc(CN(C)CC(O)COc2cc(Cl)ccc2Cl)c1 (configuration not stated)	-1	1	1	0.0	1	1	-1	2	-3
Cc1c(C(=O)N/N=C/c2cccs2)nc2ccccn12	7	-3	5	0.2	7	-5	-5	1	4
Cn1nnnc1SC1CC(=O)N(c2ccccc2)C1=O (configuration not stated)	2	0	-6	-0.3	-1	-3	-19	-6	-42
NC(=O)c1cc(-c2ccccc2)sc1NC(=O)Cc1ccc(S(=O)(=O)N2CCOCC2)s1	-2	6	-6	0.6	1	43	-1	5	-12
CC(=O)N1CCc2cc(S(=O)(=O)CCC(=O)Nc3ccccc3F)ccc21	5	1	-1	1.2	0	-5	5	-1	-5
O=C(/C=C/c1ccco1)Nc1nnc(-c2ccco2)s1	0	-3	-4	0.1	13	8	0	1	8
O=C(COc1ccc2ccccc2c1)Nc1nccs1	-3	28*	1	0.4	14	4	0	0	2
Cc1cccc2cc3c(NC(=O)c4ccccn4)nn(C)c3nc12	1	-6	-7	-0.1	49*	-25	0	-1	3
COc1ccc(NC(=O)CCCc2ccc(OC)c(C)c2)cc1	-3	3	-6	4.2	3	-7	-6	2	-8

Bioassay records deposited in PubChem by The Scripps Research Institute Molecular Screening Center.
